# Screens (PubChem)
# HIV RNase H inh: inhibitors of HIV-1 reverse transcriptase RNase H | P04585 | RT-RNase H RNA/DNA duplex cleavage, fluorescence | inhibition, % at 10 µM | hit rate 1.9% among 65,000 | AID 565; in the data active = inhibition above about 50%
# RmlCD inh mix: mixture blocks RmlC and RmlD coupled enzyme activity; hit rate 0.39% among 110,000; RmlC/RmlD coupled enzyme inhibition, 384-well mixture HTS; inhibition, % at 5.5 µM; in the data active = inhibition above about 30%, passing the limit was not always enough; inconclusive = no clear call, values can overlap the other calls; note: strong numbers were not always called active
# An asterisk follows results filed as active; u = inconclusive; x = no result given. The list is partial; rates above refer to the full screens.
SMILES,HIV RNase H inh,RmlCD inh mix
CCC1(CC)C(=O)C2=C3C1[C@H](C(=O)OC)C=C(C(=O)OC)C[C@H]3n1c(=O)n(C)c(=O)n1[C@H]2C (some centres undefined),x,18
Cc1oc(-c2ccc3c(c2)OCCO3)cc1C(=O)O,4,-9
N#CN=C1SCCS1,-8,-5
CC12CCC(=O)N1c1ccccc1C(=O)N2c1ccccc1 (centres undefined),-5,2
CC(C)c1nc(N2CCN(C(=O)c3ccco3)CC2)c2c3c(sc2n1)CCCC3,4,6
CCCCNC(NCCCC)=C(S(=O)(=O)CC)S(=O)(=O)CC,-1,5
CN(C)c1ccc(-c2ccncc2)cc1,-17,x
CCOC(=O)Cn1nc(-c2ccc(Cl)cc2)cc1N,2,-12
CCOC(=O)CCc1c(C)c2ccc(OCc3ccc([N+](=O)[O-])cc3)cc2oc1=O,x,8
CC1(C)N=C(N)N=C(N)N1c1cccc(C(=O)O)c1,x,-14
O=C(Nc1nn[nH]n1)C12CC3CC(CC(C3)C1)C2,x,-11
Cn1c(=O)oc2cc(S(=O)(=O)NCCCN3CCCC3=O)ccc21,-7,6
CCc1ccccc1SCc1noc(C(=O)NCC2CCCO2)c1C(=O)O (centres undefined),x,13
CCOc1ccccc1N(CC(=O)Nc1ccccc1C(=O)NCc1ccco1)S(C)(=O)=O,-3,-10
CCOc1ccc(CCNC(=O)C(O)c2ccccc2)cc1 (centres undefined),0,5
Cc1cc(NC(=O)CSc2nnc(-c3ccco3)n2Cc2ccco2)no1,-2,-9
CCCCCC1NC(=O)NC1CCCCCC(=O)O (centres undefined),0,5
c1coc(CN(Cc2ccco2)c2ncnc3c2oc2ccccc23)c1,x,-13
CC(C)CSc1nc2ccccc2c(=O)[nH]1,x,-8
O=C(CCc1ccccc1)NC1CCSC1=O (centres undefined),0,-28
CS/C(=N\S(=O)(=O)c1ccc(Cl)cc1)c1ccccc1,x,6
CCCCCCN(C(=O)CCCCCN1C(=O)NC(c2ccc(-c3ccccc3)cc2)C(C(=O)OCc2ccccc2)=C1C)C(C(=O)NCCCC)C1CCCCC1 (centres undefined),x,13
CCN(CC)S(=O)(=O)c1ccc(Cl)c(OC)c1,x,3
CCC(=O)N1c2ccc(S(=O)(=O)CCC(=O)N3CCC4(CC3)OCCO4)cc2CC1C (centres undefined),-7,x
O=C(CC1SC(N2CCCCC2)=NC1=O)Nc1cccc(C(=O)O)c1 (centres undefined),6,-10

# Single values from above:
# `CCCCCCN(C(=O)CCCCCN1C(=O)NC(c2ccc(-c3ccccc3)cc2)C(C(=O)OCc2ccccc2)=C1C)C(C(=O)NCCCC)C1CCCCC1` (centres undefined) in RmlCD inh mix reads 13
# `CCOc1ccccc1N(CC(=O)Nc1ccccc1C(=O)NCc1ccco1)S(C)(=O)=O` in RmlCD inh mix reads -10

# Later entries.
SMILES,HIV RNase H inh,RmlCD inh mix
CCOC(=O)C(C#N)C(Cc1ccccc1)c1ccco1 (centres undefined),-5,4
COc1cc(-c2noc(CCC(=O)Nc3cccnc3)n2)cc(OC)c1OC,-4,7
CCCOC(=O)c1ccc(NS(=O)(=O)c2cccs2)cc1,8,2
O=C(CSc1nnc(-c2ccccn2)n1-c1ccccc1)Nc1ccc2c(c1)OCO2,-5,16
O=C(CCN1C(=O)C2C3C=CC(C3)C2C1=O)N1CCN(c2ccccc2F)CC1 (centres undefined),1,x
CCN(Cc1cc2cc(OC)ccc2[nH]c1=O)C(=O)Cc1ccc(OC)cc1,-8,15
O=C(Cn1c(=O)oc2cc(S(=O)(=O)N3CCCC3)ccc21)NCc1ccc(F)cc1,x,3
CNC(=S)N/N=C(\C)c1ccc(-n2ccnc2)cc1,x,-7
Cc1nc(-c2ccccc2)sc1C1(C)CC(c2c(Cl)cccc2Cl)=NO1 (centres undefined),x,-11
Clc1ncnc2scc(-c3ccccc3)c12,x,14
CCOc1cccc2cc(C(=O)N3CCN(C/C=C/c4ccccc4)CC3)c(=O)oc12,27,15
C=C(C(=O)O)C1CCC2(C)CCCC(C)(O)C2C1 (centres undefined),x,-6
COC(=O)c1[nH]c2ccc(C)cc2c1NC(=O)NC1CCCCC1,x,9
COc1ccc(/C=N/NC(=O)c2cc(C34CC5CC(CC(C5)C3)C4)[nH]n2)cc1O,x,3
CCOc1ccccc1-n1c(SCC(=O)N2CCCC2)nnc1-c1ccoc1C,-8,-7
CCc1ccc(NC(=O)Cn2c(SC)nc3ccccc32)cc1,-1,-12
Cc1cccc(NC(=O)CSc2nc(N)c(NC(=O)c3cccs3)c(=O)[nH]2)c1C,x,-5
CCOC(=O)c1c(C)[nH]c(C(=O)Cn2nnc(-c3ccccc3Cl)n2)c1C,0,-17
C#CCNC(=O)C1=C[C@@H](C)C[C@@H](OCc2ccc(CO)cc2)O1,x,6
CC1CCN(CCc2nc3cc(NS(=O)(=O)c4ccc(F)cc4)ccc3n2C)CC1,7,2
Nc1ccc(-n2cnc3cc([N+](=O)[O-])ccc32)cc1,x,-4
COC(=O)c1cc(OC)c(OC)cc1NC(=O)c1ccoc1C,0,1
COc1ccc(C(=O)NCC(C)(C)SCc2c(C)cc(C)cc2C)cc1,x,0
Cc1nc(N2CCN(c3ccccc3)CC2)c2c3c(sc2n1)CCC3,-20,x
Cc1cc(C)c2c(n1)nn1c(NCCN3CCOCC3)cc(C)nc21,-12,58*
# Further structures follow:
SMILES,HIV RNase H inh,RmlCD inh mix
Cc1cc(Nc2cnc3ccccc3n2)n(-c2ccccc2)n1,x,-6
Cc1cc(C(=O)CSc2nnc(-c3ccccc3)n2C)c(C)n1C,4,15
CSc1ccc(CNc2ccccc2)cc1,x,-13
COc1ccc(N2CCN(C(=O)c3cn(C4CCCC4)c(=O)c4c3c3ccccc3n4C)CC2)cc1,5,x
O=C(c1ccc(COc2ccccc2Br)cc1)N1CCCCC1,x,8
Cc1nc(SCC(=O)N2CCN(c3ccccc3)CC2)c2c(=O)n(C)c(=O)n(C)c2n1,-5,x
COc1ccc(C2(C(N)=O)CCCCC2)cc1OC,-4,-6
COc1ccc(C)cc1NC(=O)c1ccc2c(c1)OCO2,-26,-8
O=S(=O)(NCc1cn2ccsc2n1)c1ccc2c(c1)OCCO2,-3,5
N#Cc1ccc(OCC(=O)N/N=C2\CCc3ccccc32)cc1,x,7
O=S(=O)(Cc1cnc(Cl)s1)c1ccccc1,x,7
Cc1csc(SCC(=O)N2CCN(S(=O)(=O)c3ccccc3)CC2)n1,-12,x
Cc1ccc(-n2[nH]c(C)c(C=NC34CN5CN(CN(C5)C3)C4)c2=O)cc1C,x,-6
N#Cc1c(C(F)(F)F)cc(-c2ccco2)nc1SCc1ccccn1,-9,-4
O=C(Nc1ccc2nsnc2c1)c1cccs1,-19,-264
COc1ccc(CNCc2cc3c(C(C)(C)C)nn(-c4ccccc4)c3[nH]c2=O)cc1,x,-36
CN1CCN(CC(=O)N2c3ccccc3C(=O)Nc3cccnc32)CC1,-4,x
CCOC(=O)c1ccc(NC(=O)CSc2nnc(CNC(=O)c3ccccc3F)o2)cc1,-14,-11
CCC(C)(C(=O)NC1CCCC1)N(Cc1cccs1)C(=O)Cc1cccs1 (centres undefined),-1,3
Cn1c(SCC(N)=O)nnc1C1CCN(C(=O)NC2CCCCC2)CC1,-22,4
O=C1CC(N2CCN(c3ccccn3)CC2)C(=O)N1CC(c1ccccc1)c1ccccc1 (centres undefined),x,10
Cc1ccc(S(=O)(=O)NCC(=O)N(CC(=O)NC2CCCC2)c2ccc3c(c2)OCCO3)cc1,-4,-2
CCn1cc(C(=O)N(CCCN2CCOCC2)Cc2ccco2)c(=O)c2ccc(C)nc21,-4,8
Cc1cc(C)c2[nH]c(=O)c(CN(CC3CCCO3)C(=O)c3cnccn3)cc2c1 (centres undefined),-83,x
NC(=O)CSc1nnc(-c2cccnc2)n1CCc1ccccc1,-5,7

# Three of these compounds, set out differently.
# Under each structure: HIV RNase H inh, RmlCD inh mix
> O=C(CCc1ccccc1)NC1CCSC1=O (centres undefined)
  0, -28
> O=C(Nc1nn[nH]n1)C12CC3CC(CC(C3)C1)C2
  x, -11
> CCCCNC(NCCCC)=C(S(=O)(=O)CC)S(=O)(=O)CC
  -1, 5

# Rewritten with values under each structure: 5 of the compounds above.
# Values run as follows: HIV RNase H inh	RmlCD inh mix
CCOC(=O)c1ccc(NC(=O)CSc2nnc(CNC(=O)c3ccccc3F)o2)cc1
 : -14	-11
CCC(C)(C(=O)NC1CCCC1)N(Cc1cccs1)C(=O)Cc1cccs1 (centres undefined)
 : -1	3
Cn1c(SCC(N)=O)nnc1C1CCN(C(=O)NC2CCCCC2)CC1
 : -22	4
O=C1CC(N2CCN(c3ccccn3)CC2)C(=O)N1CC(c1ccccc1)c1ccccc1 (centres undefined)
 : x	10
Cc1ccc(S(=O)(=O)NCC(=O)N(CC(=O)NC2CCCC2)c2ccc3c(c2)OCCO3)cc1
 : -4	-2

# The list goes on:
SMILES,HIV RNase H inh,RmlCD inh mix
Cc1csc(NC(=O)C2C3C=CC(O3)C2C(=O)O)n1 (centres undefined),3,-9
Cc1cc(Cl)c(S(=O)(=O)Nc2ccc3c(c2)OCO3)cc1OCC(N)=O,-1,7
Cc1ccccc1OCCNc1ccc(C(F)(F)F)cc1[N+](=O)[O-],x,3
C[C@H](NC(=O)c1[nH]cnc1C(=O)Nc1ccc(CNC(=O)OC(C)(C)C)cc1)C(=O)OC(C)(C)C,x,-14
Cn1c2ccccc2c2c(C(=O)N3CCN(c4ccccn4)CC3)cn(C3CCCC3)c(=O)c21,-4,5
CCOC(=O)c1ccc(NC(=O)C(C)NS(=O)(=O)c2ccc(OC)cc2)cc1 (centres undefined),5,1
S=C1NNC2(NN1)C1CC3CC(C1)CC2C3,x,-13
Cc1cc([N+](=O)[O-])ccc1NC(=S)NC(=O)C(c1ccccc1)c1ccccc1,x,9
CC(=O)NCCOc1cccc2cccnc12,x,-6
COc1cccc(-c2nc(CS(=O)(=O)CC(=O)NCc3ccc(Cl)cc3)c(C)o2)c1,30,-12
COc1ccc(-c2cc3ccccc3n2CC(O)CN2CCN(CCO)CC2)cc1 (centres undefined),-9,13
COc1ccc(OCC(=O)Sc2ccc(C)cc2)cc1,x,-11
N#CCCn1ccc(NC(=O)c2ccc(Cl)cc2)n1,-3,5
Cc1cc(C)n(CC(O)CN(c2ccccc2)S(=O)(=O)c2ccccc2)n1 (centres undefined),x,23
Cc1sc2nc(SCC(=O)N3CCCC3)[nH]c(=O)c2c1C,-11,u
CCCn1c(SCC(=O)NC(C)(C)C)nnc1C(C)C,2,-12
CCc1ccc(NC(=O)CCn2cccc2)cc1,x,7
CCN(CC)C(=O)CSc1nnc(-c2ccc(O)cc2)n1CC1CCCO1 (centres undefined),x,10
CCC(C)C(=O)Nc1nnc(-c2cccs2)s1 (centres undefined),9,-13
N/C(CN1CCCC1=O)=N\OC(=O)c1ccccc1Cl,x,4
CCc1ccccc1NC(=O)N1CCC(NC(=O)C(Cc2ccc(OC)c(OC)c2)NC(C)=O)CC1 (centres undefined),x,5
Cc1ccc(-n2c(SCC(=O)N3CCOCC3)nnc2-c2cccnc2)cc1,-10,8
N#CC1=C(N)SC(N)=C(C#N)C1c1cccc(O)c1,x,-14
COc1cc(C2C(C#N)=C(N)Oc3c2oc(CO)cc3=O)ccc1OC(C)C (centres undefined),4,-21
Cc1nn(-c2ccccc2)c(Cl)c1C1C(C#N)=C(N)OC2=C1C(=O)CC(C)(C)C2 (centres undefined),-6,-14

# Single records, from the list above. Order of screens: HIV RNase H inh | RmlCD inh mix
# Listed for `Cc1sc2nc(SCC(=O)N3CCCC3)[nH]c(=O)c2c1C` = -11 | u
# Listed for `CCC(C)C(=O)Nc1nnc(-c2cccs2)s1` (centres undefined) = 9 | -13
# Listed for `CCN(CC)C(=O)CSc1nnc(-c2ccc(O)cc2)n1CC1CCCO1` (centres undefined) = x | 10
# Listed for `N#CC1=C(N)SC(N)=C(C#N)C1c1cccc(O)c1` = x | -14
# Listed for `CCOC(=O)c1ccc(NC(=O)C(C)NS(=O)(=O)c2ccc(OC)cc2)cc1` (centres undefined) = 5 | 1

# New compounds follow.
SMILES,HIV RNase H inh,RmlCD inh mix
CCO/N=C(/C)c1c(O)c(C)c(-c2ccccc2)n(-c2ccccc2)c1=O,x,75
O=c1[nH]c(=O)n(Cc2ccc(F)cc2)c(O)c1C=NCCCO,x,-6
Cc1ccc(-c2noc(CNc3ccccc3)n2)cc1,x,-12
COCn1c(-c2ccc(OC)c(OC)c2)nc2ccccc21,-8,4
Cc1ccc(NC(=O)NCc2ccc3c(c2)OCO3)cc1,x,6
O=C(O)c1csc(Br)c1Br,-15,6
C/C(=N\NS(=O)(=O)c1ccc(Br)cc1)c1cccs1,x,105
Cc1ccc(NC(=O)COC(=O)Cn2c(C)csc2=O)cc1C,2,-3
O=C(NCCC1=CCCCC1)C1CCN(S(=O)(=O)c2cccc3cccnc23)CC1,0,4
COc1cc(S(=O)(=O)N2CCN(C)CC2)ccc1Cl,-8,6
CC(Oc1ccccc1)C(=O)Nc1ccc(S(=O)(=O)NCC2CCCO2)cc1 (centres undefined),-4,7
CCSc1nnc(NC(=O)c2ccc3c(c2)OCO3)s1,-16,-6
CCCOc1ccc(Oc2cc(C)nc(SC)n2)nn1,x,6
CCOC(=O)c1c(C)c(C(=O)NCc2ccco2)c(C)n1Cc1ccccc1,11,13
Cc1ccc(COCCN2CCN(S(=O)(=O)c3ccccc3)CCC2=O)cc1,x,-30
COC(=O)c1ccc(CSc2nnc3n(Cc4ccccc4OC)c(=O)c4ccccc4n23)o1,-20,5
CC(C)OC(=O)CN1CCN(S(=O)(=O)c2cc(Cl)ccc2Cl)CC1,-18,-11
O=C1CCc2ccc(OCCCCN3CCN(c4cccc(Cl)c4Cl)CC3)cc2N1,x,-15
CCOC(=O)COc1ccc(Br)cc1C1NC(=O)NC(C)=C1C(=O)NCc1ccccc1 (centres undefined),x,9
C=CCN1c2ccccc2[C@]23C[C@@H](C(=O)OC)N(C(=O)c4ccc(Br)cc4)C2=NC(C(=O)OC)=C(C(=O)OC)[C@H]13,x,9
CCn1c(O)c(N=NC(=O)CNC(=O)/C=C/c2ccco2)c2ccccc21,x,-10
Cc1cc(NC(=O)COc2nnc(-c3ccccc3)c3ccccc23)no1,-10,-12
O=C(O)c1ccc(N(c2ccccc2)c2ccccc2)cc1,x,-15
COc1cc2c(cc1OC)C(C)N(C(C)=O)CC2 (centres undefined),x,-47
